LMPTP block – blocks human LMPTP phosphatase; P24666; recombinant LMPTP-A, OMFP fluorogenic substrate, fluorescence intensity; inhibition, % at 20 µM; 0.22% of 360,000 active; AID 651560;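 active = compounds that cut the enzyme signal by at least half of the control window in the single-dose screen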;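 also: plate controls were DMSO wells with enzyme plus substrate for no effect and substrate without enzyme for full effect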
Target sequence (P24666 whole entry, looked up): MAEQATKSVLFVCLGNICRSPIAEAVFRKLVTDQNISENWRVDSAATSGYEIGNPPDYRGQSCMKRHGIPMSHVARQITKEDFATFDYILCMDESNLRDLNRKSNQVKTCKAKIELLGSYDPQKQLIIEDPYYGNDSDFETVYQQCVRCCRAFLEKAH
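Assay system: LMPTP-A phosphatase enzyme | Input: 0.625 nM enzyme | Also added: Fluorogenic phosphatase substrate OMFP at 400 µM final | Compound dosing: One test concentration per compound, 20 µM, with 3% DMSO overall | Schedule: 50 min enzyme reaction at room temperature, protected from light | Signal: Fluorescence intensity | Benchmarks: no-enzyme and uninhibited controls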
NadD block – blocks S. aureus nicotinate mononucleotide adenylyltransferase; purified NadD enzyme, colorimetric absorbance read-out; inhibition, % at 20 µM; 0.78% of 360,000 active; AID 602399; in the data active = inhibition above about 26%; also: some compounds past the cut are filed as inactive
DNMT1 inh – blocks human DNA methyltransferase DNMT1; inhibition (reported as % activation of signal), % at 10 µM; P26358; 0.83% of 360,000 active; DNMT1 molecular beacon, Hinp1I cleavage, fluorescence; in the data active = inhibition above about 50%
Neddyl block – inhibitors of human cullin neddylation. P61081+Q13564. TR-FRET cullin neddylation, biochemical. calls only at 25 µM. 0.58% of 360,000 active. AID 651699; in the data active = inhibition above about 36%
SKN-1 inh – blocks SKN-1 activity in C. elegans | C. elegans VP596 Pgst-4::GFP/RFP ratio, acrylamide-induced, 24 h | inhibition, % at 21.8 µM | 0.49% of 360,000 active;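 active = interference check ratio from 0.5 to 1.5 plus GFP to RFP signal ratio inhibition reaching or exceeding a fixed threshold, cut at about 30% in these data, passing the limit was not always enough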; also: some compounds called inactive have numbers as strong as hits
TbMetRS inhib – blocks T. brucei methionyl-tRNA synthetase activity; purified T. brucei MetRS, ATP depletion, Kinase-Glo luminescence; inhibition, % at 11.9 µM; 0.4% of 360,000 active; AID 624268;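 active = inhibition above a per-plate cutoff of the control wells' mean inhibition plus 3 SD, cut at about 5.5% in these data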;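 also: 0% = DMSO wells median and 100% = median of wells with control inhibitor compound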
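System: purified T. brucei MetRS enzyme / Detection: Kinase-Glo luciferase luminescence reporting remaining unconsumed ATP / Medium: HEPES buffer with MgCl2, KCl, DTT, spermine, BSA, pyrophosphatase / Replication: singlicate, one well per compound / Evaluation: percent inhibition relative to median high and low control wells / Schedule: 2 h aminoacylation at 25 °C after 15 min preincubation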
Scp1 inh – blocks human Scp-1 phosphatase activity; Q9GZU7; AID 493091; Recombinant Scp1, phosphopeptide, malachite green phosphate absorbance; 0.88% of 340,000 active; inhibition, % at 20 µM;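 active = inhibition above about 50% at 20 µM, limit read from the data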;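 also: plate controls were DMSO wells with enzyme for no effect and wells lacking enzyme for full effect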
Target sequence (Q9GZU7 76-261 limits assumed): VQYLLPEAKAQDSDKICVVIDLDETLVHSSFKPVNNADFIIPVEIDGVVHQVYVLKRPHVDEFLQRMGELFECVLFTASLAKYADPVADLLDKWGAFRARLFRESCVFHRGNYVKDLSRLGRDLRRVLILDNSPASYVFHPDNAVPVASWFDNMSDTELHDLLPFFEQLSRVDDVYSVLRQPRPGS
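Test system: SCP-1 phosphatase catalytic domain, residues 76-261 | Compound dosing: One concentration, 20 µM, with 1.0% DMSO | Schedule: 45 min room-temperature reaction, 5 min colour, 30 min stabiliser | Detection: Absorbance at 630 nm | Read-out basis: % inhibition of SCP-1 phosphate liberation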
SUMO1 PPI mod – SUMO1-SIM interaction modulation; SUMO1 binding to a labelled peptide, TR-FRET, 1 h; P63165; 0.33% of 360,000 active; inhibition, % at 20 µM; in the data active = inhibition above about 37%
NRP1-CendR mod – NRP-1/CendR interaction modulation. inhibition, % at 25 µM. FAM-RPARPAR peptide binding to NRP-1, fluorescence polarization. AID 602438. O14786. 0.85% of 360,000 active;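 active = inhibition or corrected inhibition above about 18%, plus a signal ratio from 0.5 to 1.5, limit read from the data, passing the limit was not always enough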; also: strong numbers were not always called active
STEP inh – STEP (human) phosphatase inhibition; P54829; recombinant STEP, OMFP fluorogenic substrate, fluorescence; inhibition, % at 20 µM; 0.25% of 360,000 active; AID 588621;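 active = inhibition at 20 µM, scaled per plate between control wells, above about 37%, limit read from the data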;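 also: 0% = DMSO with enzyme and substrate and 100% = substrate only without enzyme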
Target sequence (P54829 whole entry, looked up): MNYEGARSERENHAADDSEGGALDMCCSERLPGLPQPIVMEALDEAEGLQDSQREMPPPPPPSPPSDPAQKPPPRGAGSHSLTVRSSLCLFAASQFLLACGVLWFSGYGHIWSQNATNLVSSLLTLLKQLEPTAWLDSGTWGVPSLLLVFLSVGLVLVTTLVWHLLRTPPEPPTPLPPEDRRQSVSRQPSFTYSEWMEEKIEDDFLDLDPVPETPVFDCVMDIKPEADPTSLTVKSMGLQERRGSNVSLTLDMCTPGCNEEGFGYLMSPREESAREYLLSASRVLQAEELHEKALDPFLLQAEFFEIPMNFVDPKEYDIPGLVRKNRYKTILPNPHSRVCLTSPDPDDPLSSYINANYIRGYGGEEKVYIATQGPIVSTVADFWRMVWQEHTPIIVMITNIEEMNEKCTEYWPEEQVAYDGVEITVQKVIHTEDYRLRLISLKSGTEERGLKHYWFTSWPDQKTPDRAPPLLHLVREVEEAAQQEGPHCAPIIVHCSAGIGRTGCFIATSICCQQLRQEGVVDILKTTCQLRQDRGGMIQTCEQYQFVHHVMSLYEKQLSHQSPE
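Material: STEP (striatal-enriched tyrosine phosphatase) enzyme, cell-free; Compound dosing: 20 µM single dose in 1% DMSO; Technique: fluorescence read at 480 nm ex / 540 nm em; Times: reaction 20 min, ambient temperature; Medium: 50 mM Bis-Tris pH 6.0 with 2.5 mM DTT and 0.005% Tween 20; Also added: OMFP at 25 µM.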
The depositor's hits bear a star; i = inactive; nt = no result given.

TbMetRS inhib,Neddyl block,NadD block,NRP1-CendR mod,DNMT1 inh,SKN-1 inh,SUMO1 PPI mod,LMPTP block,Scp1 inh,STEP inh,SMILES
0.2,i,4,-4,1,-1,2,-0.8,-5,-3,Cc1c(Cl)cccc1-n1c(SCC(=O)N(C)Cc2ccccc2)nnc1-c1ccncc1
1.9,i,-1,-3,1,3,-4,-0.5,-7,-4,CSc1ncccc1C(=O)NCCc1ccccc1
-0.2,i,-9,7,1,6,0,-0.8,-1,0,COc1ccc(CNC(=O)c2cc(=O)c3cc(C)ccc3o2)cc1
-1.5,i,-2,18,0,5,1,-2.6,-10,-2,C=CCNC(=O)CCCOc1ccc(C)cc1
-0.5,i,-2,0,2,7,-7,-2.1,4,4,CN(C)CCCN(C(=O)CCSc1ccccc1)c1nc2cc3c(cc2s1)OCO3
-0.3,i,-7,4,2,-21,-5,0.2,-3,0,O=C(NCC1CCCCC1)c1ccco1
-0.4,i,-6,10,0,7,5,-0.1,-5,0,Cn1c(C(=O)N2CCN(c3ccccc3)CC2)cc2cc(Cl)ccc21
-0.3,i,3,7,5,5,0,1.2,-1,-1,Cc1ccc(C(=O)OCC(=O)NC2CCS(=O)(=O)C2)c(C)c1 (stereo unspecified)
2.0,i,-6,0,1,15,-7,1.6,nt,2,C/C(=N\Nc1nc2ccccc2[nH]1)c1ccccn1
-0.3,i,9,-2,1,-4,-1,-1.8,-14,-5,COc1ccc(-n2c(=S)[nH]c3cc(C(=O)NC4CCCCC4)ccc3c2=O)c(OC)c1
-0.4,i,-1,-13,-18,5,18,3.5,2,2,COc1ccc(-c2cc(-c3ccccc3)nc(N)n2)c(O)c1
-0.3,i,1,4,-1,-15,2,-0.6,4,1,CC(C)NC(=O)CCCC(=O)NC(C)C
-1.3,i,1,-12,1,11,6,-0.1,18,-2,COc1ccccc1/C=C/C(=O)OCC(=O)c1c(N)n(C)c(=O)n(C)c1=O
-0.4,i,7,-2,2,-8,-13,-0.2,-9,5,C=CCn1c(N)c(C(=O)NC2CCCCC2)sc1=S
-0.9,i,4,11,-4,-17,1,-0.2,-5,-2,Cc1[nH]c(=S)c(C#N)c(C)c1C(=O)Nc1ccccc1
-0.6,i,-8,-6,4,6,-3,-0.3,-8,-4,O=S(=O)(NCC1CCCO1)c1ccc(Cl)c(C(F)(F)F)c1 (stereo unspecified)
-2.5,i,2,-14,nt,-4,3,0.2,nt,nt,c1ccc(SC23CCCCN(CCC2)[C@]32CO2)cc1 (stereo partly specified)
-0.8,i,-2,2,2,-3,0,-0.1,0,-3,Cc1ccc2c(c1)N(CCCC(=O)NCCC1=CCCCC1)C(=O)CO2
-0.3,i,-4,1,1,9,-14,-0.8,-10,-4,Cc1cc(=O)[nH]c(NN=Cc2c(Cl)cccc2Cl)n1
-0.1,i,-2,6,-3,-2,0,-0.9,-5,-4,CC(C)(C)N(NC(=O)Nc1ccccc1)C(=O)c1ccccc1

2 compounds from above, showing only TbMetRS inhib:
SMILES	TbMetRS inhib
CC(C)NC(=O)CCCC(=O)NC(C)C	-0.3
COc1ccccc1/C=C/C(=O)OCC(=O)c1c(N)n(C)c(=O)n(C)c1=O	-1.3

Next part:
TbMetRS inhib,Neddyl block,NadD block,NRP1-CendR mod,DNMT1 inh,SKN-1 inh,SUMO1 PPI mod,LMPTP block,Scp1 inh,STEP inh,SMILES
-0.7,i,-5,0,2,-9,4,-0.6,6,0,O=C(CN1CCN(c2cccc(Cl)c2)CC1)NCc1ccccc1
-0.3,nt,-2,14,1,8,-12,0.2,-7,-1,Cc1ccc(-c2cc(C(=O)NCCN3CCOCC3)c3ccccc3n2)o1
0.3,i,1,5,21,6,5,0.1,1,1,Cc1csc(SCC(=O)Nc2nnc(C)s2)n1
-0.8,i,-6,-2,-3,-32,-4,-0.1,0,2,Cc1nnc2sc(-c3ccncc3)nn12
-0.5,i,-4,5,0,13,0,-1.4,-2,2,CC1(C)Cc2sc3c(=O)[nH]c(=S)[nH]c3c2CO1
-1.4,i,-5,-26,5,-10,-2,-2.5,-4,-1,COC(=O)CSC1=NS(=O)(=O)c2ccccc21
0.0,i,-2,15,-3,7,1,0.3,-10,-2,COc1ccccc1C(=O)C(=O)c1ccccc1OC
0.5,i,-2,7,3,27,4,-0.8,-3,-1,Cc1cc2c(cc1S(=O)(=O)NCCc1ccccc1)NC(=O)CO2
0.3,i,-6,4,-16,-15,3,-0.8,-7,-3,COc1ccc(S(=O)(=O)N2CCOCC2)cc1NC(=O)CCc1c[nH]c2ccccc12
-0.6,nt,0,2,-3,-4,1,-1.0,-1,-1,CC1=CC=CN2C1=NC(=O)CC2(C)C(=O)N(CC(=O)NC1CCCC1)c1ccccc1C (stereo unspecified)
-0.5,i,2,5,0,10,2,0.1,-6,-5,CCCn1c(SCC(=O)NCc2cccs2)nc2c1c(=O)n(C)c(=O)n2C
-0.7,i,-6,-8,-5,8,-22,0.0,11,-3,CC1=CC(=NOC(=O)c2cccc([N+](=O)[O-])c2)C=C(C)C1=O
-0.2,i,-4,-14,7,14,0,1.3,-4,0,CCC(=O)N1CCc2cc(S(=O)(=O)NCCN3CCC(C)CC3)ccc21
-0.3,i,3,3,-2,20,12,2.2,6,0,O=C(COC(=O)Cc1c(F)cccc1Cl)Nc1ccc2[nH]c(=O)[nH]c2c1
0.5,nt,0,-10,0,11,-13,-0.1,-1,-3,COCC(=O)Nc1ccc(-c2cn3cccnc3n2)cc1
-0.7,i,-11,6,3,0,-1,-1.6,-6,4,COC(=O)[C@H](C)NC(=O)Nc1cccc(Br)c1
-0.7,i,nt,4,nt,-11,-2,4.0,nt,nt,O=C(NCc1ccccc1)C(c1cc2ccccc2o1)n1c(=O)c(-c2ccccc2)nc2ccccc21 (stereo unspecified)
-1.4,i,-2,7,3,-9,-3,-3.7,1,-2,CC(c1ccon1)N(C)Cc1cn(C)nc1-c1ccc2c(c1)OCCO2 (stereo unspecified)
-0.3,i,-6,11,1,-5,-3,-2.0,-11,1,COC(=O)C1(CC2CC(c3ccncc3)=NO2)CCN(C(=O)OC(C)(C)C)CC1 (stereo unspecified)
0.0,i,23,-4,0,-6,3,20,3,2,Cc1cc2[nH]c(=O)c(=O)[nH]c2cc1S(=O)(=O)N1CCN(c2cccc(Cl)c2)CC1

Complete entries as entered above. Screens in order: TbMetRS inhib | Neddyl block | NadD block | NRP1-CendR mod | DNMT1 inh | SKN-1 inh | SUMO1 PPI mod | LMPTP block | Scp1 inh | STEP inh
`COCC(=O)Nc1ccc(-c2cn3cccnc3n2)cc1` is entered as 0.5 | nt | 0 | -10 | 0 | 11 | -13 | -0.1 | -1 | -3
`COc1ccc(S(=O)(=O)N2CCOCC2)cc1NC(=O)CCc1c[nH]c2ccccc12` is entered as 0.3 | i | -6 | 4 | -16 | -15 | 3 | -0.8 | -7 | -3
`O=C(NCc1ccccc1)C(c1cc2ccccc2o1)n1c(=O)c(-c2ccccc2)nc2ccccc21` (stereo unspecified) is entered as -0.7 | i | nt | 4 | nt | -11 | -2 | 4.0 | nt | nt

Following part
TbMetRS inhib,Neddyl block,NadD block,NRP1-CendR mod,DNMT1 inh,SKN-1 inh,SUMO1 PPI mod,LMPTP block,Scp1 inh,STEP inh,SMILES
-0.7,i,13,-3,-17,3,-2,1.8,13,0,CCOc1ccc(NC(=S)N(CCc2c(C)[nH]c3ccc(C)cc23)Cc2ccncc2)cc1
-0.5,nt,-5,-2,4,3,-9,-0.9,-5,4,Cc1c2c(n3c(nc4ccccc43)c1C#N)N(CCN(C)C)CC2
-0.5,i,-5,-7,-1,-3,5,-1.2,18,-3,COCc1ccc(C(=O)Nc2ccc(C(=O)O)cc2)o1
-0.2,i,2,6,-5,5,2,0.6,-9,3,Nc1ccc2nc(C3CCCCC3)[nH]c2c1
-0.2,i,-7,13,-8,5,1,-0.3,nt,1,COc1ccc(OCC(=O)N2CCN(S(=O)(=O)c3ccc4c(c3)OCCO4)CC2)cc1
0.5,i,0,-3,10,15,3,-0.6,1,-2,Nc1nc(Cl)nc2c1ncn2C1OCC(O)C(O)C1O (stereo unspecified)
-0.6,i,-3,0,-1,6,4,-1.2,-3,-2,Cc1ccc(CNC(=O)CSc2nc3ccsc3c(=O)n2Cc2ccccn2)cc1
-0.3,i,0,-1,2,-2,-5,-1.4,nt,1,O=C(NCC(=O)N1CCN(Cc2c(F)cccc2Cl)CC1)c1cccs1

Screening data deposited in PubChem BioAssay by several laboratories.
